TLR4 MyD88 comp: inhibitors of TLR4-MyD88 association in cells, primary screen, cell-based, HeLa CL3-4, BLA complementation, FRET ratio; Toll-like receptor 4 (Homo sapiens) + Myeloid differentiation primary response protein …; HeLa CL3-4 TLR4/MyD88 BLA complementation; inhibition, % at 8.4 µM; 0.18% of 200,000 active; AID 861, 2007; in the data active = inhibition above about 25%;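 also: 0% = vehicle and 100% = reference inhibitor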
Target sequence (O00206 whole entry, looked up): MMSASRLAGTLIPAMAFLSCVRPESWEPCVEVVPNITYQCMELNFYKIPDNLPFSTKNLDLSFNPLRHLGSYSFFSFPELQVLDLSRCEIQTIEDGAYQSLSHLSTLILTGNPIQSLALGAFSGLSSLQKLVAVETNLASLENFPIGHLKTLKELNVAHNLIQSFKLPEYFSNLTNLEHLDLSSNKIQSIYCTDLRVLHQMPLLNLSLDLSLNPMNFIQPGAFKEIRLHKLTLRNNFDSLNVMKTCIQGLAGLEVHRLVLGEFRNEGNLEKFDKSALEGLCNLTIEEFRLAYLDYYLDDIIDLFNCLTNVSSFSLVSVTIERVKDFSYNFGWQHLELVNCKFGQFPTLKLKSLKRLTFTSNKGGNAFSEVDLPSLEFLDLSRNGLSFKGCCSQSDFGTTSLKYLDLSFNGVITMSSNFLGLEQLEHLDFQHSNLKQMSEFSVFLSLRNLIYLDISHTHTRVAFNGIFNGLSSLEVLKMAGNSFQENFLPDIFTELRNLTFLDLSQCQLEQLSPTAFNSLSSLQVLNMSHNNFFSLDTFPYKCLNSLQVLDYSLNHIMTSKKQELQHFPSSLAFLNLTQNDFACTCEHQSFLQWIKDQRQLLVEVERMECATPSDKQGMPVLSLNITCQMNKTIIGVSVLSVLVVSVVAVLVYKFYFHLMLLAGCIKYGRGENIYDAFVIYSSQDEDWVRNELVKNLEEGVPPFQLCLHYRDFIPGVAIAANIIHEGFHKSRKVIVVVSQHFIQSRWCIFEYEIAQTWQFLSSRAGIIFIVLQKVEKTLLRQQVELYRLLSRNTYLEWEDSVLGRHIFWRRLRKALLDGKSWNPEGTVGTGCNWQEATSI
Target sequence (Q99836 whole entry, looked up): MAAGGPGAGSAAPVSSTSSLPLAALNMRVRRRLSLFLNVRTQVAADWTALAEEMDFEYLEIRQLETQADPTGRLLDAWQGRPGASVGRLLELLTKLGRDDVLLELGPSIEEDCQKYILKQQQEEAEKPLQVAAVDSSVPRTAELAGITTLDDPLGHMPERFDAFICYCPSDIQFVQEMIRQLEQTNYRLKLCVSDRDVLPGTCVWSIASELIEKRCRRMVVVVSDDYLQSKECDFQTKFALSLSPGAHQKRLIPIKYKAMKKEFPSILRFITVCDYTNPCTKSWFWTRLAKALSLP
G6PDH CS: L. mesenteroides G6PDH inhibitors, counter-screen for G6PDH-coupled screening assays, biochemical, Leuconostoc mesenteroides enzyme | glucose-6-phosphate dehydrogenase [Leuconostoc mesenteroides] | Purified L. mesenteroides G6PDH, diaphorase/resazurin coupled fluorescence, 45 min | inhibition, % at 5 µM | 0.12% of 200,000 active | AID 1020, 2008
DTT redox prof: compounds producing H2O2 with reducing agent – biochemical, NIH compound library profiling, artefact control for MLSCN library redox annotation, primary screen; activation, % at 10 µM; AID 878, 2007; 0.03% of 200,000 active; DTT-dependent redox cycling H2O2, phenol red/HRP absorbance; 100% = 100 µM peroxide control, 0% = buffer;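 active = activation of at least 50% relative to the plate's high and low controls in the primary single-dose screen; inactive = activation below 50%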;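 also: compound incubated with DTT at 0.8 mM final as the reducing agent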
Diaph inh CS: diaphorase inhibitors and chemical oxidizers, primary screen, counter-screen for diaphorase-coupled primary assays, biochemical, uHTS, resorufin fluorescence | diaphorase resazurin-to-resorufin fluorescence, NADH, 16 min; bacterial (C. kluyveri) enzyme, not human | inhibition, % at 20 µM | 0.69% of 190,000 active | AID 1217, 2008;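 active = primary screen inhibition at 20 µM above a set limit, cut at about 50% in these data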;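 also: plate controls were DMSO with full reaction for no effect and wells lacking NADH for full effect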
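Assay system: diaphorase enzyme from Clostridium kluyveri. Quantity: enzyme working solution with 0.14 U/mL diaphorase. Schedule: reaction incubation of 16 min at room temperature. Technique: resorufin fluorescence, excitation 544 nm, emission 590 nm. Controls: No-NADH positive control and DMSO neutral control.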
PMI activator: activators of human PMI, primary screen, biochemical, fluorescence intensity, near-Km mannose 6-phosphate | Mannose-6-phosphate isomerase (Homo sapiens), P34949 | activation factor at 20 µM | 0.005% of 190,000 active | purified human PMI, coupled resazurin fluorescence, 20 min; stronger effect = higher value; 1 = vehicle control, 0 substrate-free wells;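 active = activation factor of 2 or more at 20 µM, relative to plate controls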
L major viab: Leishmania major promastigote growth inhibition, primary screen; Leishmania major promastigotes, resazurin fluorescence viability; inhibition, % at 10 µM; 9% of 200,000 active; AID 1063, 2008;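 also: promastigotes grown with compound for 44 hours at 28 °C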
S1P3 antagonist: S1P3 receptor antagonists, primary screen, cell-based; Sphingosine 1-phosphate receptor 3 (Homo sapiens), Q99500; CHO S1P3 NFAT-BLA reporter, FRET fluorescence, antagonist mode; inhibition, % at 4.98 µM; 0.27% of 170,000 active;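 active = inhibition above the plate cutoff, the mean inhibition of test wells on that plate plus 3 SD, cut at about 28% in these data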;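 also: cells challenged with S1P at its EC80 of 0.8 µM; blue over green emission ratio from cleaved BLA substrate after 4 h stimulation; 0% = S1P-stimulated wells and 100% = unstimulated DMSO-only wells; some compounds past the cut are filed as inactive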
Diaph act CS: compounds boosting diaphorase resazurin reduction – biochemical, uHTS, resorufin fluorescence, counter-screen for diaphorase-coupled primary assays, primary screen; activation factor at 20 µM; 0.005% of 190,000 active; Diaphorase/resazurin coupled assay, 16 min; stronger effect = higher value; 1 = vehicle wells, 0 = NADH-free wells; AID 1229, 2008;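 active = diaphorase activity raised at least twofold by the compound at 20 µM; inactive = activation factor below 2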
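test system = bacterial diaphorase enzyme (C. kluyveri) | quantity = enzyme 0.07 U/mL final | reagent = NADH substrate 0.114 mM plus resazurin dye 0.1 mM, final | incubation = 16 min enzyme reaction, ambient temperature | buffer or medium = HEPES pH 7.4 buffer with MgCl2 and Tween 20 | signal = fluorescence of resorufin, 544 nm excitation, 590 nm emission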
PMI act satM6P: human PMI activators, high substrate, primary screen, biochemical, fluorescence intensity, near-saturating mannose 6-phosphate; AID 1216, 2008; coupled PMI enzyme assay, resazurin fluorescence, 20 min; stronger effect = higher value; 1 = untreated enzyme, 0 = substrate-free blank; activation factor at 20 µM; 0.34% of 190,000 active; Mannose-6-phosphate isomerase (Homo sapiens), P34949;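 active = activation factor of 2 or more at 20 µM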
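Material: human phosphomannose isomerase with PGI, G6PDH, diaphorase coupling enzymes / Reagent: Man-6-P substrate 1.0 mM / Dosing: single compound dose of 20 µM, 1% DMSO final / Incubation: enzyme reaction with compound 20 min at room temperature / Signal: resorufin fluorescence (Ex 544/Em 590 nm) from resazurin via diaphorase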
Hsp70 activator: Hsp70 transcriptional activators, primary screen, cell-based, HeLa, Hsp70 promoter luciferase, luminescence, 10 µM; HeLa Hsp70 promoter luciferase reporter; scaled: vehicle 0, proteasome-inhibitor control 100%; activation, % at 10 µM; 0.04% of 200,000 active; AID 1203, 2008;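 active = activation above the mean across all tested compounds plus 3 SD, cutoff set per campaign, cut at about 5.5% in these data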;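 also: 100% = MG132 at 30 µM as the positive control and 0% = DMSO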
RAM network inh: inhibitors of the yeast RAM network, primary screen, dse1pr::URA3 reporter, 5-FOA selection. AID 868, 2007. 1.8% of 190,000 active. inhibition, % at 50 µM. S. cerevisiae dse1pr::URA3 reporter, 5-FOA growth OD615, 2 d; analog-sensitive cbk1-as2 kinase mutant strain;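 active = inhibition above a set limit, 3 SD over mean compound inhibition, cut at about 8.4% in these data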;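 also: 0% = DMSO-only wells with no growth and 100% = 10 µM 1-NA-PP1 full growth; inhibition rescues growth on 5-FOA so higher OD means more RAM inhibition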
* = called active by the depositor; . = not tested or not shown. Rule as the data show it, unless noted: active = inhibition above about 50%; inactive = the rest. Random draw from the library (roughly 12% active in at least one column).

Molecule	TLR4 MyD88 comp	G6PDH CS	DTT redox prof	Diaph inh CS	PMI activator	L major viab	S1P3 antagonist	Diaph act CS	PMI act satM6P	Hsp70 activator	RAM network inh
Cc1cc(NC(=O)CSc2nc3ccccc3n2CC(C)C)no1	-7.2	5.6	0.1	24.6	0.9	10.5	-5.0	0.8	0.9	0.0	-0.5
COCCCNC(=S)N1CCN(S(=O)(=O)c2ccc(OC)cc2)CC1	9.7	-4.8	-0.2	14.9	0.9	-1.7	0.6	0.9	1	-0.3	1.0
O=C(c1ccc2snnc2c1)N1CCSCC1	4.4	5.8	-0.1	8.8	1.8	-2.0	6.5	0.9	2.6*	0.5	-0.5
O=C(COC(=O)[C@H](Cc1ccccc1)NC(=O)c1ccco1)NCc1ccccc1	-7.5	6.9	0.6	21.2	0.9	0.7	.	0.8	0.9	0.2	1.0
CC[C@@H](C)C(NC(=O)OC(C)(C)C)c1cn([C@@H](Cc2cc3ccccc3[nH]2)C(=O)N2CCN(C(=O)OC(C)(C)C)CC2)nn1 (stereo partly drawn)	-8.8	8.9	0.5	30.9	0.9	-0.6	-5.6	0.7	0.9	-0.2	4.0
COC1CCCCC1NS(=O)(=O)c1ccccc1 (stereo not drawn)	2.8	-5.4	4.3	8.7	0.9	-1.5	6.5	0.9	0.9	-0.4	1.2
CCN1CCN(CCC2Oc3cc([N+](=O)[O-])ccc3NC2=O)CC1 (stereo not drawn)	-3.0	8.0	-0.1	13.8	0.9	-0.6	-15.7	0.9	1	0.0	2.0
c1ccc(Cc2nnc3sc(-c4ccc5c(c4)OCCO5)nn23)cc1	3.8	-2.7	-0.7	25.4	0.9	-4.7	-27.4	0.7	0.9	-0.3	4.6
CCOC(=O)c1sc(=NC(=O)/C=C/c2ccccc2)n(C)c1C	-9.8	-4.2	-1.1	-3.9	1	10.8	-15.6	1	1	-0.2	2.1
Cc1c(C(=O)NCC2CCCO2)cccc1[N+](=O)[O-] (stereo not drawn)	18.7	6.2	0.1	-3.3	1	6.1	-0.8	1	1	-0.5	0.9
CCCCn1c(CN2CCN(C(=O)OCC)CC2)nc2c1c(=O)[nH]c(=O)n2C	-7.3	4.0	0.0	15.0	0.9	-4.0	-34.2	0.8	0.9	-0.6	0.0
COC(=O)C1CN(S(=O)(=O)c2ccc(C)cc2)CCN1S(=O)(=O)c1ccc(C)cc1 (stereo not drawn)	-0.3	5.1	-0.5	8.7	1	-2.7	-19.5	0.9	1	-0.1	1.5
O=C(c1cnn(C(=O)c2cccc(S(=O)(=O)N3CCOCC3)c2)c1)c1ccccc1O	-6.7	3.9	-0.4	13.2	1.2	-2.9	1.8	0.9	1.1	-0.4	5.8
O=S(=O)(c1ccc(Br)cc1)N1CCN=C1SCc1cccnc1	8.4	9.6	-1.0	6.9	1.1	8.5	-18.7	0.9	1	-0.4	0.2
COc1ccccc1C(N)=S	3.7	3.4	-0.5	-5.8	1.1	-2.3	-1.0	1.1	1.1	-0.4	0.4
Cc1cccc(C)c1N(CC(=O)NCc1ccc(F)cc1)C(=O)c1csnn1	3.9	2.0	-1.3	0.7	1.1	-4.9	-2.4	1	1.1	-0.4	0.0
Cc1cccc(NC(=O)C23CCC(C)(/C(=N/O)C2)C3(C)C)c1 (stereo not drawn)	-4.6	3.1	0.4	4.7	1	4.0	4.5	1	1	-0.5	0.1
CCOC(=O)C(NC(=O)NCc1cccc(C(F)(F)F)c1)(OCC)C(F)(F)F (stereo not drawn)	-2.5	-0.5	0.0	5.4	1	0.6	-3.0	0.9	1	-0.2	1.1
O=C(NCC(=O)N(CC1CCCO1)C1(C(=O)NC2CCCCC2)CCCCC1)c1ccccc1 (stereo not drawn)	9.4	-1.2	0.1	5.3	1.1	-3.8	.	0.9	1.1	-0.2	2.4
Cn1c(=O)oc2cc(S(=O)(=O)NC3CCCCCCC3)ccc21	2.8	-1.8	-0.3	17.8	0.9	-0.5	-21.9	0.8	1	-0.2	0.9
O=C(/C=C/c1ccco1)NC(=S)Nc1cc(C(F)(F)F)ccc1N1CCOCC1	7.0	1.2	0.2	21.3	0.9	2.7	1.6	0.8	1	0.1	5.0
Cc1ccc(C(=O)Nc2c(C)n(C)n(-c3ccccc3)c2=O)cc1	-6.0	6.0	-0.6	15.7	0.9	-9.5	-12.8	0.8	0.9	-0.2	0.4
O=C(NCc1cccnc1)C1CCCCN1S(=O)(=O)c1ccc(F)cc1 (stereo not drawn)	1.9	1.2	1.6	4.5	1	-1.7	3.2	1	1	-0.2	0.3
CCN(CC)C(=O)C1=C(C)Nc2nnnn2C1c1cccnc1 (stereo not drawn)	6.4	1.0	0.2	19.8	0.8	-5.7	-33.4	0.8	0.9	-0.1	0.8
O=C(NCCC1=CCCCC1)c1ccc(=O)oc1	-11.7	1.3	1.8	11.6	0.9	-2.3	.	0.9	0.9	-0.2	1.0
O=C(CN(C(=O)Cn1nnc(-c2ccccc2F)n1)c1cccc2c1CCCC2)NCc1ccccc1	-10.1	-25.8	-6.6	29.0	0.8	33.2	.	0.7	0.7	0.0	3.0
CC1CC(C)CN(CCCCOc2ccc([N+](=O)[O-])cc2)C1 (stereo not drawn)	-3.4	4.5	0.3	6.5	1	94.9*	10.3	0.9	1.1	-0.5	-0.1
CCCCCn1c(C(Cc2ccccc2)NC(C)=O)nc2ccccc21 (stereo not drawn)	-11.1	-11.9	-0.6	5.6	0.9	7.9	.	0.9	0.9	0.1	-0.2
NC(=O)CSc1nnc(COc2ccccc2)n1C1CCCCC1	-9.8	2.3	-0.2	11.9	1	-2.9	-33.1	0.9	1	-0.5	.
CC1(C)N([O-])C2=C(CCCC2)[N+]1=O	-0.3	10.8	-0.7	22.3	0.8	-4.3	-16.4	0.8	0.6	0.0	0.9
Cc1cccc(NC(=O)c2cc3c(=O)n4ccccc4nc3n(CC(C)C)c2=N)c1	1.4	2.5	-0.3	4.3	0.9	-4.2	-2.1	1	0.9	-0.3	1.5
COCCCNC(=O)CN(c1cc([N+](=O)[O-])ccc1OC)S(C)(=O)=O	-3.9	10.4	-0.8	2.0	1	-2.9	3.9	1	1.1	-0.1	1.7
CC(NCc1nc2ccccc2n1C)C12CC3CC(CC(C3)C1)C2 (stereo not drawn)	6.5	12.3	0.3	1.3	1	12.4	-1.7	1	1.1	-0.4	-1.1
Cc1cccc(Oc2coc3cc(OC(=O)c4cncc(Br)c4)ccc3c2=O)c1	-4.6	10.6	0.4	5.1	1.2	-7.1	8.0	0.9	1.2	-0.4	2.1
O=C(OCC(=O)c1c[nH]c2ccccc12)c1ccco1	-10.1	0.6	1.8	-0.1	1	-7.3	15.5	1	1	-0.4	0.4
CCOC(=O)C1CCCN(CCC(=O)Nc2ccccc2C)C1 (stereo not drawn)	7.1	11.3	-0.3	-4.9	1	-4.2	-16.2	1	1.1	-0.3	1.8
CC(C)Oc1ccc(C(=O)O)c(C(=O)O)c1	-7.4	11.2	0.5	6.5	1	-7.8	.	0.9	1	-0.2	0.1
Cc1cccc(-c2c3c(=O)n(C)c(=O)n(C)c3cn2-c2ccc(O)cc2)c1	7.6	.	0.3	.	.	-1.6	-23.4	.	.	0.0	.
c1ccc(Cn2c(CNc3nc4ccccc4n3CCN3CCCCC3)nc3ccccc32)cc1	10.4	5.6	0.6	8.3	1	99.7*	.	0.9	1	0.2	0.5
COc1ccc(/C=c2\s/c(=C/C(=O)c3ccc(C)cc3)[nH]c2=O)cc1OC	-14.2	-17.2	0.3	15.2	0.8	37.1	3.0	0.8	0.9	-0.2	3.9
CC(=O)NC1C(OCc2ccccc2)OC(COC(C)=O)C(OC(C)=O)C1OC(C)=O (stereo not drawn)	-0.6	14.0	-0.1	9.0	1	55.7*	-14.9	0.9	1.1	0.0	1.7
Cc1ccc(C)c(-n2c(CNC(=O)c3ccco3)nnc2SCC(=O)Nc2nnc(C)s2)c1	7.3	7.3	0.3	27.7	1	-9.1	-3.3	0.7	0.9	0.1	1.6
Cc1ccccc1Sc1ncnc2onc(C)c12	-2.4	7.9	5.9	-7.4	1.1	19.3	.	1.1	1.1	-0.5	-0.9
Cc1ccc(NC(=O)C2CCCN(S(=O)(=O)c3cnc[nH]3)C2)c(Br)c1 (stereo not drawn)	-10.5	-8.3	0.0	9.4	1	-3.3	-34.5	0.9	1	-0.3	3.7
COC(=O)CSc1n[nH]c(=S)s1	4.8	-1.8	-0.5	20.2	0.9	-1.4	-12.2	0.8	1.3	-0.3	0.5
CCC(C)NC(=O)Cn1c(-c2ccccc2)cc(C(C)=O)c1C (stereo not drawn)	-5.7	15.5	0.1	7.4	0.9	1.5	-13.0	0.9	0.9	0.1	0.5
CCN(CC)C(=O)CN1C(=O)c2cccc3cccc(c23)C1=O	3.5	-0.4	0.5	1.0	1.2	18.7	-0.8	1	1.1	-0.1	0.6
CNC(=O)c1c(C)noc1C	4.9	-6.2	-0.3	6.0	1	-6.7	-10.5	0.9	1	-0.2	-0.1
C=CCn1c(C(CCC(C)C)CC(C)(C)O)n[nH]c1=S (stereo not drawn)	6.1	-13.9	1.7	14.7	0.9	-6.1	.	0.9	0.9	0.2	4.0
CC1(C)Cc2c(C#N)c(SCc3nc4ccccc4[nH]3)nc(N3CCOCC3)c2CO1	0.7	4.2	0.1	21.4	1	34.1	.	0.8	0.9	-0.1	0.3
